From PubChem
PAFAH2 inh: inhibitors of human PAFAH2; inhibition, % at 3.39 µM; Q99487; AID 492956; recombinant PAFAH2, FP-rhodamine activity probe, fluorescence polarization; hit rate 0.99% among 340,000;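 active = inhibition above the mean over all tested compounds plus 3 SD, cut at about 30% in these data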;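 note: inhibitors block probe labeling of enzyme so polarization drops; 0% = enzyme with DMSO and 100% = wells lacking PAFAH2 protein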
PAFAH1B2 FP inh: PAFAH1B2 (human) inhibition | AID 492953 | inhibition, % at 3.39 µM | P68402 | hit rate 1.2% among 340,000 | recombinant PAFAH1B2, FP-rhodamine activity probe, fluorescence polarization;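 active = inhibition above the mean of all tested compounds plus 3 SD, cut at about 24% in these data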;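 note: 0% = enzyme with DMSO and 100% = wells lacking PAFAH1B2; many of its hits are not listed in these tables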
Fam108B counter: blocks mouse Fam108B hydrolase in RBBP9 counter-screen | inhibition, % at 9.51 µM | hit rate 0.33% among 300,000 | recombinant Fam108B, FP-Rh probe fluorescence polarization | AID 1947;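 active = inhibition above the screen mean inhibition plus 3 SD, computed separately per campaign, cut at about 18% in these data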;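 note: inhibitors lower polarization as less probe binds the enzyme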
pPAFAH inh: pPAFAH (human) enzyme inhibition; recombinant pPAFAH, FP-rhodamine probe fluorescence polarization; inhibition, % at 3.39 µM; hit rate 1.5% among 330,000; AID 463082;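 active = inhibition above the mean inhibition across the screen plus 3 SD, cut at about 25% in these data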;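 note: inhibitors block binding of the rhodamine activity-based probe so polarization drops; 0% = enzyme with DMSO and 100% = wells lacking pPAFAH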
Target sequence (Q13093 whole entry, looked up): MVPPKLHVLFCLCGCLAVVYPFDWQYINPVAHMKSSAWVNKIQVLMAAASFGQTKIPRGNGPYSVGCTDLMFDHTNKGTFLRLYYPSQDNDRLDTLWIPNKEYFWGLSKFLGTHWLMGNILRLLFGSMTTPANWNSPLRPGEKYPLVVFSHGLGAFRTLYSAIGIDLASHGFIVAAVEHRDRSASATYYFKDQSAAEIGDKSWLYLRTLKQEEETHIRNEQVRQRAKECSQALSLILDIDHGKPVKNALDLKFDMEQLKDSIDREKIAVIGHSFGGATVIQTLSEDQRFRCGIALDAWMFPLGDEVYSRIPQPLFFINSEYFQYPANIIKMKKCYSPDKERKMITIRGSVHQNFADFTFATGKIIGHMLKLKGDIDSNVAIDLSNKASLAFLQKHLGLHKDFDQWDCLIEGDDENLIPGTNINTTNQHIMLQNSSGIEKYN
GSTO1 counter: blocks human GSTO1 in RBBP9 counter-screen; P78417; recombinant GSTO1, activity-based probe fluorescence polarization; inhibition, % at 5.96 µM; hit rate 1.1% among 300,000; AID 1974;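 active = inhibition above the campaign mean inhibition plus 3 SD, cut at about 35% in these data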;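 note: 0% = GSTO1-1 with DMSO and 100% = wells lacking GSTO1-1 enzyme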
PAD4 inh: blocks human protein arginine deiminase 4. recombinant PAD4, RCA probe fluorescence polarization. inhibition, % at 6.36 µM. hit rate 0.41% among 330,000;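 active = percent inhibition above a cutoff equal to the mean of all tested compounds plus 3 SD, cut at about 15% in these data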;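 note: 0% = PAD4 with RCA probe and DMSO and 100% = probe without PAD4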
PME-1 inh: PME-1 (human) inhibition; AID 2130; recombinant PME-1, FP-Rh probe fluorescence polarization; hit rate 0.53% among 320,000; inhibition, % at 5.9 µM;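 active = inhibition above the campaign mean of all compounds plus 3 SD, cut at about 26% in these data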;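 note: competitive labeling of PME-1 active site by serine hydrolase directed probe; 0% = PME-1 with DMSO and 100% = wells lacking PME-1 enzyme; inhibitors block probe labeling so polarization falls and inhibition rises; many of its hits are not listed in these tables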
Target sequence (Q9Y570 whole entry, looked up): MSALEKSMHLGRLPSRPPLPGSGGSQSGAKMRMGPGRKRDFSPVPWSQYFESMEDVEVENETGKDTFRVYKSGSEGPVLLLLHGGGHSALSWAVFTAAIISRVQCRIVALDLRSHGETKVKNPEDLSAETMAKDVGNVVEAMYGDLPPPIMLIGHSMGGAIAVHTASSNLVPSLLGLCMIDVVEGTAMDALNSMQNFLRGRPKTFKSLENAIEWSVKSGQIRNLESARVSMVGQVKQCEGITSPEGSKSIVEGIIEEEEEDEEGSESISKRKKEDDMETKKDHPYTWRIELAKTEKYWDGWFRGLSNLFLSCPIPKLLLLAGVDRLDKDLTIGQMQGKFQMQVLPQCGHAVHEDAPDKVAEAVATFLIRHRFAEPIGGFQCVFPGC
LYPLA1 counter: blocks human lysophospholipase 1, a PME1 counter-screen | recombinant LYPLA1, FP-Rh probe fluorescence polarization | inhibition, % at 5.9 µM | hit rate 0.16% among 320,000 | AID 2174;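 active = inhibition above the mean of all tested compounds plus 3 SD, set per campaign, cut at about 14% in these data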;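 note: inhibitors block serine hydrolase probe labeling of LYPLA1 so polarization falls; 0% = enzyme with DMSO and 100% = wells lacking LYPLA1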
Target sequence (O75608 whole entry, looked up): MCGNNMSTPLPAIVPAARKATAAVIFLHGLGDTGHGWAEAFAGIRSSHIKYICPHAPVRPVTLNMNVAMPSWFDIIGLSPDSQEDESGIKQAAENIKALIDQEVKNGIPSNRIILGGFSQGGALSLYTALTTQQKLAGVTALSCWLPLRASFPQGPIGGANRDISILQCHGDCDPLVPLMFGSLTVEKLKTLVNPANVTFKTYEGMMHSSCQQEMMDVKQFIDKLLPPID
PAFAH1B3 FP inh: PAFAH1B3 (human) inhibition. Q15102. recombinant PAFAH1B3, FP-rhodamine probe, fluorescence polarization. inhibition, % at 3.39 µM. hit rate 0.28% among 340,000. AID 492972;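 active = inhibition above the screen-wide average of all tested compounds plus 3 SD, cut at about 25% in these data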;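 note: 0% = enzyme with DMSO only and 100% = wells lacking PAFAH1B3 protein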
Numbers without * were called inactive; x = not tested or not shown. The list is partial. The share of hits here may be higher or lower than overall.

No.	Structure	PAFAH2 inh	PAFAH1B2 FP inh	Fam108B counter	pPAFAH inh	GSTO1 counter
1	Cc1cc(=O)oc2cc(OCC(=O)OCC(=O)N3CCc4ccccc43)ccc12	-3	1	3	-3	5
2	CCCc1ccc(OCC(O)CN2CCN(CCO)CC2)cc1 (centres undefined)	3	2	4	2	-3
3	CCn1nnc(NC(=O)CSc2ccc(Cl)cc2)n1	11	10	0	14	8
4	COc1cccc(-c2nn(-c3ccc(F)cc3)cc2C(=O)NCC2CCCO2)c1 (centres undefined)	0	5	2	4	-2
5	COC(=O)c1cc2ccccc2c(=O)s1	-4	5	4	-2	-4
6	COc1ccc(S(=O)(=O)N2CCC(C(=O)NCC3CCCO3)CC2)cc1 (centres undefined)	-6	-6	3	3	4
7	O=C(CCCc1nc2ccccc2s1)NCc1ccccc1F	-6	-2	-1	3	-2
8	Cn1c(=O)oc2cc(S(=O)(=O)N3CCCC(C(=O)NCCN4CCOCC4)C3)ccc21 (centres undefined)	-2	-6	6	3	3
9	CCC1(C)Cc2c(sc3nc(SC)nc(N)c23)CO1 (centres undefined)	-11	-8	-1	0	2
10	C/C(=N\NC(=S)NCCc1ccccc1)c1ccc(O)cc1O	8	9	8	11	4
11	C=CCn1c(SCC(=O)NCC)nc2sc3c(c2c1=O)CCC3	7	4	-3	4	5
12	O=C(NCc1ccc(F)cc1)C1CCN(C(=O)Nc2ccc(F)cc2)CC1	-5	-1	1	-1	-10

No.	PAD4 inh	PME-1 inh	LYPLA1 counter	PAFAH1B3 FP inh
1	-2	-3	-4	5
2	-5	-1	-1	7
3	7	3	-3	0
4	4	4	3	3
5	-2	5	2	2
6	7	5	1	2
7	-2	5	4	1
8	7	-1	-2	-1
9	-4	2	-2	4
10	1	22	-7	11
11	-1	1	0	7
12	-7	-2	3	14

Following part
No.	Structure	PAFAH2 inh	PAFAH1B2 FP inh	Fam108B counter	pPAFAH inh	GSTO1 counter
13	Cc1cnc(NC(=O)c2ccncc2)s1	-5	-1	1	3	6
14	Cc1ccc(-c2noc(CN3C(C)CCCC3C)n2)cc1 (centres undefined)	6	0	2	1	-8
15	CCN1C(=O)CSC1=Nc1ccc(OC)cc1	2	4	0	5	0
16	CCCn1c(=O)[nH]c(=O)c2c1nc(-c1ccccc1OC(F)F)n2CCOC	-1	-2	0	5	1
17	CC(NC(=O)COc1ncnc2cc([N+](=O)[O-])ccc12)c1ccccc1 (centres undefined)	6	6	0	3	7
18	Cc1ccc(C(=O)NC(C)c2ccc(-n3ccnc3)cc2)cc1S(=O)(=O)N1CCOCC1 (centres undefined)	7	-2	1	4	-2
19	C=CCNC(=O)COc1ccc(S(=O)(=O)NC2CCCCC2)cc1	11	2	1	7	6
20	CCOc1ccc2ccccc2c1/C=N/NC(=O)c1c(C)cc(C)[nH]c1=O	12	7	-6	-1	17
21	Fc1ccc(-c2nnc(-n3nnc4ccccc43)c3ccccc23)cc1	-2	-6	-25	-2	-6
22	CC1(C)Cc2ccccc2-c2nc(NN)[nH]c(=O)c21	1	3	4	-4	1
23	Nc1nonc1-c1nc2ccccc2n1CC(=O)N/N=C/c1ccc(-c2ccccc2C(=O)O)o1	12	3	2	7	-9
24	CC(CC(=O)NC1CCCCC1)S(=O)(=O)c1ccc2c(c1)CCN2C(=O)C1CC1 (centres undefined)	-4	9	4	4	-1

No.	PAD4 inh	PME-1 inh	LYPLA1 counter	PAFAH1B3 FP inh
13	3	2	-2	7
14	-6	-2	2	2
15	-2	-4	3	10
16	-3	-11	3	-2
17	-3	4	-1	4
18	-3	0	0	5
19	-3	3	4	5
20	5	17	-5	0
21	2	-31	-7	-11
22	0	0	-1	2
23	-3	1	-1	2
24	-2	4	5	4

Record cards, as listed above.
Cc1ccc(C(=O)NC(C)c2ccc(-n3ccnc3)cc2)cc1S(=O)(=O)N1CCOCC1 (centres undefined) is entered as PAFAH2 inh = 7; PAFAH1B2 FP inh = -2; Fam108B counter = 1; pPAFAH inh = 4; GSTO1 counter = -2; PAD4 inh = -3; PME-1 inh = 0; LYPLA1 counter = 0; PAFAH1B3 FP inh = 5
O=C(CCCc1nc2ccccc2s1)NCc1ccccc1F is entered as PAFAH2 inh = -6; PAFAH1B2 FP inh = -2; Fam108B counter = -1; pPAFAH inh = 3; GSTO1 counter = -2; PAD4 inh = -2; PME-1 inh = 5; LYPLA1 counter = 4; PAFAH1B3 FP inh = 1

Later entries:
No.	Structure	PAFAH2 inh	PAFAH1B2 FP inh	Fam108B counter	pPAFAH inh	GSTO1 counter
25	CC(Sc1nc(N)cc(=O)[nH]1)C(=O)NNC(=O)c1cccc(Cl)c1 (centres undefined)	-7	-2	x	-3	x
26	CC(C)CCC(C(=O)O)C(C)CC(=O)Nc1ccn(-c2ccccc2)n1 (centres undefined)	11	4	4	2	-8
27	O=C(N/N=C/c1ccccc1)c1ccc(N2CCCC2=O)cc1	2	2	1	0	2
28	O=c1cnnc(SCCc2ccccc2)[nH]1	6	18	3	8	-4
29	CCCN1C(=O)/C(=C\C=C2/C=CN(CC)c3ccccc32)SC1=S	-1	0	1	1	-2
30	CCOc1ccc(CNCc2ccc(C(=O)O)cc2)cc1OC	0	14	8	0	3
31	Cc1ccnc(NC(=O)C2CCCN(c3ncnc4c3nc3n4CCCCC3)C2)c1 (centres undefined)	-4	-1	3	-8	-11
32	Cc1c(CNC(=O)c2cnn3c2NC(c2ccc(Br)cc2)CC3C(F)(F)F)cnn1C (centres undefined)	-3	1	-4	6	-13
33	CC(C)C[C@@H](CO)N1CCN(CCc2ccccc2)CCC1=O	-5	4	-1	2	-7
34	O=C(NCCc1ccccc1)c1ccc(NCC2CCCO2)c([N+](=O)[O-])c1 (centres undefined)	1	3	1	2	9
35	O=C(CSc1n[nH]c(-c2cccs2)n1)N1CCN(S(=O)(=O)c2ccc3ccccc3c2)CC1	1	5	-2	7	-11
36	COc1ccc2cc3c(N)nn(C(=O)c4cccc([N+](=O)[O-])c4)c3nc2c1	8	-9	-6	0	1

No.	PAD4 inh	PME-1 inh	LYPLA1 counter	PAFAH1B3 FP inh
25	2	-6	0	7
26	0	4	3	3
27	2	4	-6	5
28	2	-3	3	7
29	-7	11	4	2
30	2	-2	-3	8
31	2	3	-3	2
32	1	-3	-3	2
33	2	-3	2	6
34	-2	3	1	1
35	-1	2	-6	3
36	-6	-2	7	-16

(cont.)
No.	Structure	PAFAH2 inh	PAFAH1B2 FP inh	Fam108B counter	pPAFAH inh	GSTO1 counter
37	COc1ccc(N(CC(=O)NCc2ccccc2)S(C)(=O)=O)cc1	-1	5	0	14	2
38	CC(C)C(=O)Nc1ccc(NC(=O)CCc2ccccc2)cn1	6	1	-3	9	-1
39	O=C(COC(=O)/C=C/c1ccccc1)NC(=O)NC1CCCCC1	35*	0	x	9	x
40	CCOc1ccc(NC(=O)COc2coc(CN3CCc4ccccc4C3)cc2=O)cc1	2	5	3	6	1
41	CCc1nnc(SCC(=O)Nc2ccc(F)cc2)o1	0	1	-2	-1	6
42	O=c1[nH]c(SCc2ccccc2[N+](=O)[O-])nc2nc[nH]c12	-2	4	-1	-4	-8
43	O=C(COC(=O)Cc1c[nH]c2ccccc12)Nc1ccccc1C(F)(F)F	20	3	x	15	x
44	COc1ccccc1CNC(=O)[C@H](C)N1C(=O)N2CCc3c([nH]c4ccccc34)[C@@]2(C)C1=O	0	3	-5	11	2
45	C=C[C@@H]1c2ccccc2N(S(=O)(=O)c2ccc(C)cc2)[C@H](c2ccc(C(F)(F)F)cc2)C1(C#N)C#N	-40	-15	x	1	x
46	c1ccc2oc(NC3=NCN(CC4CCCO4)CN3)nc2c1 (centres undefined)	-3	5	6	2	18
47	Cc1cc(C(=O)N(C)Cc2ccc(Br)cc2)no1	5	3	0	3	2
48	COc1cc(CNC2CCCCCCC2)cc(Cl)c1OCC(N)=O	1	-2	4	-2	-1

No.	PAD4 inh	PME-1 inh	LYPLA1 counter	PAFAH1B3 FP inh
37	0	5	-1	10
38	-8	2	-1	4
39	0	x	x	-1
40	-9	1	-1	-5
41	0	0	-3	9
42	-3	-9	-6	9
43	0	x	x	1
44	3	-4	3	12
45	-1	-3	-9	-30
46	1	1	1	4
47	1	-6	-1	0
48	1	1	0	2

Going on with the list.
No.	Structure	PAFAH2 inh	PAFAH1B2 FP inh	Fam108B counter	pPAFAH inh	GSTO1 counter
49	O=C(CN1CCc2cc3c(cc2C1)OCCCO3)Nc1cccc([N+](=O)[O-])c1	3	6	-1	6	10
50	Cc1cc(=O)oc2c(C)c(OCC(=O)NC3CCN(Cc4ccccc4)CC3)ccc12	-1	1	0	6	7
51	Cc1ccc(-c2csc(N3CCN(c4cc5c(cc4Cl)nc(C)n5CCN4CCCCC4)CC3)n2)cc1	-1	4	-1	9	5
52	CCOc1cc(N2CCOCC2)c(OCC)cc1NC(=O)CSc1nc(N)cc(=O)[nH]1	6	8	x	-1	x
53	CCC(Sc1nc2ccccc2c2nc3ccccc3n12)C(=O)NCc1ccco1 (centres undefined)	x	x	-5	0	-7
54	Cc1cccc(NC(=S)NCc2ccccc2)c1C	7	1	1	-7	5
55	COc1ccc(C(CC(=O)N2CCOCC2)c2c(OC)cc(OC)c3c(-c4ccccc4)cc(=O)oc23)cc1 (centres undefined)	-6	-2	-1	4	-2
56	Cc1ccc(C2=CC(=O)C[C@H](c3ccc(Cl)cc3)C2)cc1	8	9	x	2	x
57	COC(=O)c1ccc(OCCn2cnc3ccccc3c2=O)cc1	3	6	2	4	2
58	CC(C)(C)CC(=O)Nc1ccc(S(=O)(=O)NC2=NCCCCC2)cc1	-1	3	x	3	x
59	CN(C)c1ccc(/C=N\NC(=O)c2cccc3cc[nH]c23)cc1	4	8	-3	3	8
60	CCOC(=O)N1CCN(C(=O)CSCC(=O)Nc2nc(-c3ccc(-c4ccccc4)cc3)cs2)CC1	-9	-4	-21	14	4

No.	PAD4 inh	PME-1 inh	LYPLA1 counter	PAFAH1B3 FP inh
49	-10	0	-11	8
50	2	1	0	4
51	8	5	-7	-4
52	0	-5	0	10
53	1	-1	0	x
54	-4	-1	0	5
55	-3	2	1	5
56	0	7	-3	4
57	-2	2	0	3
58	2	x	x	10
59	-1	25	0	5
60	-6	-26	-14	-8

More structures follow.
No.	Structure	PAFAH2 inh	PAFAH1B2 FP inh	Fam108B counter	pPAFAH inh	GSTO1 counter
61	COc1cc2c(cc1OC)-c1cc(Nc3ccc4c(c3)OCCO4)nc(=O)n1CC2	-7	3	7	11	-10
62	CC(C)c1ccc(N2C(=O)/C(=C/N(C)C)SC2=S)cc1	11	15	-21	29*	-223
63	COc1cccc(NC(=S)N2CCN(Cc3ccccc3)CC2)c1	-1	6	-3	2	-1
64	Cc1cc(C)n(CC2CC(=O)N(c3cc(Cl)cc(Cl)c3)C2=O)n1 (centres undefined)	-1	3	3	-2	0
65	CCN(Cc1cnn(C)c1)C(=O)c1cc(COc2ccc(F)cc2F)on1	6	9	1	3	2

No.	PAD4 inh	PME-1 inh	LYPLA1 counter	PAFAH1B3 FP inh
61	-5	-47	5	7
62	-93	-2	6	12
63	3	-2	-1	10
64	0	0	2	1
65	1	4	-1	9
